DUSP3 inh: inhibitors of human VHR1 phosphatase (DUSP3) | P51452 | recombinant VHR phosphatase, colorimetric substrate read-out | inhibition, % at 20 µM | 0.7% of 50,000 active | AID 1992; in the data active means inhibition above about 60%; further: some results filed as inactive read as strong as hits
Target sequence (P51452 whole entry, looked up): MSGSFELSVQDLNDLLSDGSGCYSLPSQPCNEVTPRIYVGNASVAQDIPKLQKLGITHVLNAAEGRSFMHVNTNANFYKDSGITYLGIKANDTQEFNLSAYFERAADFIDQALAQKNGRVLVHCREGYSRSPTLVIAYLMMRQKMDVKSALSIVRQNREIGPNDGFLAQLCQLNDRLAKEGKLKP
An asterisk follows results filed as active.

SMILES | DUSP3 inh
Cc1cc(Cl)ccc1NC(=O)C(=O)N/N=C/c1cccs1 | -13.6
Cc1ccc(C(=O)Nc2cccc(C(F)(F)F)c2)o1 | -0.6
Cc1ccc(N2C(=O)/C(=C/c3ccc(OCc4cccc(C(=O)O)c4)cc3)C(=O)NC2=S)cc1 | -21.7
COc1cc(C=O)ccc1OC(C)c1ccccc1 (stereo not drawn) | -8.0
CCN(CC)CCCNS(=O)(=O)c1ccccc1[N+](=O)[O-] | -0.6
Cc1cccc(CN2CCN(C(=O)c3ccccc3F)CC2)c1 | -1.9
COc1ccc(NC(=O)c2nn3c(C(F)(F)F)cc(-c4cccs4)nc3c2Br)c(OC)c1 | -32.2
CN(C)c1cccc(NC(=O)c2ccc(C(C)(C)C)cc2)c1 | 2.3
CCCC(CCC)C(=O)Nc1ccc2c(c1)N(C(=O)CN1CCN(C)CC1)c1ccccc1CC2 | -1.3
COc1ccc(/C=N/Nc2ccc(Br)cc2)cc1[N+](=O)[O-] | 3.5
COCCNC(=O)c1cc2n(n1)C(C(F)(F)F)CC(c1ccc(Cl)c(Cl)c1)N2 (stereo not drawn) | -19.6
O=S(=O)(NC12CC3CC(CC(C3)C1)C2)c1ccc(Cl)cc1 | -26.8
COc1cc(-c2csc(N)n2)ccc1O | -39.4
CCOC(=O)C(CC)Oc1ccc2c(C(F)(F)F)cc(=O)oc2c1 (stereo not drawn) | 100.8
Cc1cc(/C=c2\sc3nc4ccccc4n3c2=O)c(C)n1-c1cccc([N+](=O)[O-])c1 | -4.9
COc1cc(CN2CCN(Cc3cccc(F)c3)CC2)cc2c1OCO2 | 10.6
O=C(/C=C\c1ccccc1)Nc1ccc(N2CCOCC2)cc1 | -19.7
CCOc1cc(/C=N/O)ccc1OCc1ccc(Cl)cc1 | 116.4*
COc1cc([N+](=O)[O-])ccc1NC(=S)NC(=O)/C=C/c1ccccc1 | -10.3
N#Cc1ccc(C2N(Cc3ccccc3)CCN2Cc2ccccc2)cc1 | 2.0
O=C(CCCOc1ccccc1)NCc1ccco1 | 8.9
Cc1ccc2c(nc3s/c(=C\c4cccc(Cl)c4Cl)c(=O)n32)c1C | -24.2
CCN(CC)c1ccc(N2C(=O)/C(=C/c3ccc4c(c3)OCO4)SC2=S)cc1 | -4.5
COc1cccc(NC2=NC3(CCCCC3)N=C(N)N2)c1 | 10.2
O=C(/C=C/c1ccco1)Nc1cccc(Cl)c1Cl | -2.6

Looked up above.
DUSP3 inh with O=C(/C=C\c1ccccc1)Nc1ccc(N2CCOCC2)cc1 = -19.7
DUSP3 inh with Cc1ccc2c(nc3s/c(=C\c4cccc(Cl)c4Cl)c(=O)n32)c1C = -24.2

Next results follow:
SMILES | DUSP3 inh
O=C(O)C1(c2ccc3c(c2)OCCO3)CCCC1 | -0.8
CC(C)C(=O)Nc1cccc(S(=O)(=O)c2cccc(NC(=O)C(C)C)c2)c1 | -26.6
COc1ccccc1NC(=O)COc1ccc(Br)cc1C(C)(C)C | -10.8
Cn1c2c(c(=O)[nH]c1=O)C(c1ccc(Cl)cc1)C1=C(N2)c2ccccc2C1=O (stereo not drawn) | -3.2
COCCCN1C(=O)/C(=C\c2ccc(Cl)c(Cl)c2)C(C(=O)OC)=C1C | -14.6
O=c1c(-c2ccccc2)coc2c(CN3CCCCCC3)c(O)ccc12 | 16.0
CCOP(=O)(OCC)C(NC(=O)Nc1ccc(Cl)cc1)C(N)=O (stereo not drawn) | 6.5
Cc1cccc(-n2c(-c3ccccc3F)nc3ccccc3c2=O)c1 | -7.5
O=c1/c(=C/c2cc(Cl)c(OCCOc3ccccc3)c(Cl)c2)sc2nc3ccccc3n12 | -9.6
COc1ccc(NC(=O)c2cc(-c3ccccc3Cl)nc3ccccc23)c(OC)c1 | -6.3
Cc1cc(I)c2c(c1)C1C=CCC1C(C(=O)O)N2 (stereo not drawn) | 40.6
NC(=O)c1ccc(N=Cc2ccccc2[N+](=O)[O-])cc1 | -16.9
CCOC(=O)C1=C(O)/C(=C/c2cccnc2)SC1=Nc1cccc2ccccc12 | 43.1
CCOc1cc(/C=N/N2CCN(c3ccccn3)CC2)ccc1O | -4.9
CCOC(=O)C(=CNc1ccc(OCC)cc1)C(=O)OCC | 34.3
CS(=O)(=O)N(CC(=O)O)c1ccc(Br)cc1 | -18.4
O=C1OC2C=CC=CC2C=C1C(=O)N1CCSC1c1ccc2c3c(cccc13)CC2 (stereo not drawn) | -9.7
Cc1cc(C)n2nc(-c3ccc(I)cc3)cc2n1 | 14.0
C=C(C)COc1ccc2oc(-c3ccccc3)c(C(=O)O)c2c1 | -5.7
COc1ccc(NC(=O)COc2ccc(OC)cc2)cc1 | -40.7
CC(C)c1ccc(NC(=O)c2cccc(Cl)c2)cc1 | -29.4
N/C(=N\OC(=O)c1ccc(I)cc1)c1ccccn1 | -39.1
O=C(c1ccco1)N1CCN(S(=O)(=O)c2ccccc2)CC1 | -50.9
c1ccc(Cn2ncc3c(N4CCOCC4)ncnc32)cc1 | -7.5
COc1cc(C2CC(=O)Nc3c2ccc2ccccc32)c(OC)cc1Br (stereo not drawn) | -16.2
C/C=C/C=C(/NC(=O)c1ccccc1)C(=O)OC | -23.0
COc1ccccc1-n1cnc2cc(NC(=O)c3ccccc3)ccc21 | 31.2
Nn1cnc2scc(-c3ccc(Cl)cc3)c2c1=O | -1.6
CCCC1=C(C(=O)OCC)C(c2ccc(OC)cc2OC)NC(=O)N1 (stereo not drawn) | -22.3
COc1ccc(C(=O)NCCN2CCN(C(=O)c3ccc(OC)cc3)CC2)cc1 | -3.9
CCOc1ccc(NC(=O)COc2cc(C)c(Cl)c(C)c2)cc1 | -4.4
CCOc1ccc(NC(=O)COc2ccccc2)c([N+](=O)[O-])c1 | -9.6
O=C(Nc1ccc(O)cc1)c1ccc2c(c1)C(=O)N(c1ccccc1-c1ccccc1)C2=O | -10.2
CCOc1cc(-c2ccc(OC)cc2)[o+]c2c1ccc1ccccc12 | -24.3
Oc1ccc(NC(=S)Nc2ccccc2)cc1 | 18.0
O=C(c1ccccc1-c1nc2ccccc2[nH]1)N1CCOCC1 | -20.8
CC(Oc1ccc(Cl)cc1Cl)C(=O)N1CCN(C/C=C/c2ccccc2)CC1 (stereo not drawn) | 7.7
CC1CN(C(=O)c2ccc([N+](=O)[O-])cc2)CC(C)O1 (stereo not drawn) | 103.0
O=C(/C=N/O)NCCN1CCCCC1 | -5.4
COc1ccccc1N(CC(=O)Nc1ccccc1Cl)S(=O)(=O)c1ccccc1 | -33.6
Cc1ccccc1OCCOc1ccccc1/C=c1\sc2nc3ccccc3n2c1=O | -22.0
COc1ccc(CNCCc2ccc(Cl)cc2Cl)c(OC)c1 | 2.0
Cc1cc(OCC(=O)Nc2ccccn2)cc(C)c1Cl | -7.7
CCCOc1ccc(C(=O)N2CCC(C)CC2)cc1 | -26.2
O=C(NCCN1CCOCC1)c1c(Cl)cccc1Cl | -23.4
COc1cc(Cl)cc(/C=C2/C(=O)NC(=O)N(c3ccc(C)cc3)C2=O)c1O | 44.8
C=CCn1c(SCC(=O)NCc2ccco2)nc2sc3c(c2c1=O)CCC3 | -4.7
CC(Nc1n[nH]c(=O)[nH]c1=O)C(=O)N/N=C/c1ccc(Cl)cc1 (stereo not drawn) | -3.3
NC(=S)N/N=C/c1cccn1-c1ccc([N+](=O)[O-])cc1 | 3.1
CC1=C(C(=O)Nc2ccc(C)cc2)C(c2ccc(C)cc2)NC(=S)N1 (stereo not drawn) | 0.2

(list continues)
SMILES | DUSP3 inh
CN(C)c1ccc(/C=N/S(=O)(=O)CCc2ccccc2)cc1 | -2.7
Cc1ccc(S(=O)(=O)/N=C(\c2ccccc2)N(C)C)cc1 | -29.0
O=C(CCNc1cc(Cl)cc(Cl)c1)c1ccco1 | 2.3
COc1ccc(N(CC(=O)N/N=C(\C)c2ccccc2)S(=O)(=O)c2ccccc2)cc1Cl | -30.5
COc1ccc(C(=O)NCc2ccccc2C)cc1 | -1.9
Cc1ccc(-c2cc(C(=O)N/N=C/c3c(C)nn(-c4ccccc4)c3C)[nH]n2)cc1 | -1.6
COc1ccc(C(=O)Nc2c(C)ccc3nsnc23)cc1 | -0.7
Cc1ccc(N2C=NNC(=O)C2)cc1C | -9.4
C=C(CC(Cc1ccccc1)C(=O)O)c1ccccc1 (stereo not drawn) | 96.8*
FC(F)(F)c1ccccc1CN1CCN(Cc2ccccc2Cl)CC1 | 18.8
CN1C(=O)C(=Cc2cccc(Cl)c2Cl)C(=O)N(C)C1=O | -25.5
O=C1NC(=O)N(c2ccc(Cl)cc2)C(=O)/C1=C/c1cccc(Br)c1 | 7.2
CN(C)c1ccc(/C=C/C(=O)c2ccc3c(c2)OCCO3)cc1 | 0.7
O=C(N/N=C/c1ccc(O)c(O)c1)Nc1ccccc1 | -32.8
O=[N+]([O-])c1cc(C(F)(F)F)ccc1Sc1ccccn1 | 25.9
Cc1ccc(OCC(=O)Nc2ccc(Nc3ccccc3)cc2)c(C)c1 | 29.8
O=c1/c(=C/c2cn(Cc3ccc(F)cc3)c3ccccc23)sc2nc3ccccc3n12 | -25.3
Cc1c(-c2ccccc2)[n+](=O)c2c(n1[O-])CCCCC2 | -13.2
CN(C)/C=C/c1oc2ccc(Oc3ncccc3C#N)cc2c1[N+](=O)[O-] | -4.0
Cc1ccc(C)c(N2C(=O)C3C4C=CC(C4=C4CCCC4)C3C2=O)c1 (stereo not drawn) | -26.0
Oc1c(Br)cc(Br)cc1C=Nc1ccc(Cl)c2cccnc12 | 1.5
COc1ccccc1N1CCN(C(=O)c2ccncc2)CC1 | -23.9
COc1ccc(C(=O)CC(CC(=O)c2ccc(OC)cc2)c2cccs2)cc1 | -14.9
CCn1c2ccccc2c2nnc(N/N=C/c3cccc(I)c3)nc21 | -1.6
CC(C)OC(=O)c1c(NC(=O)c2ccc([N+](=O)[O-])cc2Cl)sc2c1CCCCC2 | -11.0

Among those listed so far, these have a thiophene ring, fused or not:
SMILES | DUSP3 inh
Cc1cc(Cl)ccc1NC(=O)C(=O)N/N=C/c1cccs1 | -13.6
COc1ccc(NC(=O)c2nn3c(C(F)(F)F)cc(-c4cccs4)nc3c2Br)c(OC)c1 | -32.2
Nn1cnc2scc(-c3ccc(Cl)cc3)c2c1=O | -1.6
C=CCn1c(SCC(=O)NCc2ccco2)nc2sc3c(c2c1=O)CCC3 | -4.7
COc1ccc(C(=O)CC(CC(=O)c2ccc(OC)cc2)c2cccs2)cc1 | -14.9
CC(C)OC(=O)c1c(NC(=O)c2ccc([N+](=O)[O-])cc2Cl)sc2c1CCCCC2 | -11.0

Six neighbouring compounds out of the list so far, for reference:
SMILES | DUSP3 inh
CN(C)c1ccc(/C=C/C(=O)c2ccc3c(c2)OCCO3)cc1 | 0.7
O=C(N/N=C/c1ccc(O)c(O)c1)Nc1ccccc1 | -32.8
O=[N+]([O-])c1cc(C(F)(F)F)ccc1Sc1ccccn1 | 25.9
Cc1ccc(OCC(=O)Nc2ccc(Nc3ccccc3)cc2)c(C)c1 | 29.8
O=c1/c(=C/c2cn(Cc3ccc(F)cc3)c3ccccc23)sc2nc3ccccc3n12 | -25.3
Cc1c(-c2ccccc2)[n+](=O)c2c(n1[O-])CCCCC2 | -13.2

Next section.
Structure	DUSP3 inh
COc1ccc(C(=O)Nc2ccc([N+](=O)[O-])cc2Cl)c(OC)c1	-24.2
Cc1ccc(-c2ccc(OC(=O)COc3ccccc3Cl)cc2)cc1	13.4
COc1ccc(OC)c(CN2CCN(Cc3ccccc3OC)CC2)c1	-5.0
Cc1c(NC(=O)c2ccc(I)o2)cccc1-c1nc2ccccc2s1	-8.4
CCN(CC)S(=O)(=O)c1cc(C(=O)Nc2ccc(C)cc2)ccc1C	1.0
O=C(/C=C/c1ccco1)Nc1cccc([N+](=O)[O-])c1	-2.2
CC1(C)CC(NC(=O)C(=O)Nc2ccc3c(c2)OCO3)CC(C)(C)N1	-14.2
O=C(c1cc2ccccc2oc1=O)N1CCCC1	-11.6
COc1ccc2c(C(F)(F)F)cc(=O)oc2c1	-4.5
C/C(=N\N1CCN(Cc2cccc3ccccc23)CC1)c1cccs1	-10.8
COc1ccc(OC)c(C2C3=C(CC(C)(C)CC3=O)OC3=C2C(=O)CC(C)(C)C3)c1	-7.8
COc1cc(/C(C)=N/N2CCN(c3ccccc3OC)CC2)ccc1O	-2.8
CC(=O)C1=C(O)C(=O)N(CC2CCCO2)C1c1cccc(F)c1 (stereo not drawn)	-4.1
O=C(O)CN(c1ccc(Cl)c(C(F)(F)F)c1)S(=O)(=O)c1ccccc1	-4.2
Cc1ccc(C(=O)Nc2nnc(C(C)C)s2)cc1	6.7
CCOC(=O)CCc1c(C)nc2c(C)c(-c3ccccc3)[nH]n2c1=O	-20.3
CCCOc1ccc(-c2cc(OCC)c3c(C)oc(C)c3c(=O)c2)cc1	-20.7
COC(=O)C1=C(C)NC(=O)/C1=C\c1cccc(OC)c1	-43.9
COc1ccc(Br)cc1C1CC(=O)Nc2c1ccc1ccccc21 (stereo not drawn)	0.1
COc1cc(NC(=O)c2ccc(Br)cc2)cc([N+](=O)[O-])c1	-8.2
CCOc1ccccc1N(CC(=O)NCCc1ccccc1)S(=O)(=O)c1ccccc1	7.3
CCN(CC)c1ccc(N=Cc2c(C)[nH]c3ccccc23)cc1	8.4
N#CC1C(=O)NC(=S)C(C#N)C12CCC(c1ccccc1)CC2 (stereo not drawn)	38.9
COc1ccc(OC)c(NC(=O)CCC2CCCCC2)c1	4.7
Cc1ccc(N(CC(=O)Nc2ccc(I)cc2)S(C)(=O)=O)cc1Cl	-10.5
O=S1(=O)CCC(Oc2ccc(Br)cc2)C1 (stereo not drawn)	-25.1
c1ccc(C(c2ccccc2)N2CCN(c3ccc4ccccc4n3)CC2)cc1	-14.2
COC(=O)C1=C(C)N(CC(C)C)C(=O)/C1=C\c1cccs1	1.0
CN(C)c1ccc(C2/C(=C(\O)c3ccc(Cl)cc3)C(=O)C(=O)N2c2cccnc2)cc1 (stereo not drawn)	7.6
Cc1cc2c(cc1C)NC(c1cc(Br)ccc1F)C1=C(CC(C)(C)CC1=O)N2 (stereo not drawn)	1.3
COc1ccc(C(=O)N/N=C/c2ccc(N(C)C)cc2)c(OC)c1	0.9
Cc1ccccc1C(=O)NNC(=O)c1ccc(Br)cc1	-29.3
CCOC(=O)c1cc(C#N)c(SCc2ccccc2)[nH]c1=O	20.1
Oc1ccc(Nc2ccnc3cc(Cl)ccc23)cc1	-49.7
Cc1ccc(NC2CC(=O)N(c3ccccc3)C2=O)cc1 (stereo not drawn)	-13.5

Source: PubChem (Sanford-Burnham Center for Chemical Genomics)

Not all compounds are listed; count on the stated rates, not on these rows.
